# Screening data as filed in PubChem.
# FXIIa single – blocks human coagulation factor XIIa activity; P00748; purified human FXIIa, AMC substrate fluorescence, 2 h; inhibition, % at 10 µM; actives 0.2% (n = 33,000); in the data active = inhibition above about 30%;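 also: 0% = enzyme with vehicle only and 100% = no enzyme blank; many of its hits are not listed in these tables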
# FXIa single inh – inhibitors of human coagulation factor XIa | purified human FXIa, fluorogenic AMC substrate cleavage | actives 0.3% (n = 33,000) | AID 687 | P03951 | inhibition, % at 10 µM;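 active = inhibition above 40% in the primary screen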;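 also: 0% = enzyme without compound and 100% = blank wells lacking enzyme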
# Target sequence (P03951 19-387 limits assumed): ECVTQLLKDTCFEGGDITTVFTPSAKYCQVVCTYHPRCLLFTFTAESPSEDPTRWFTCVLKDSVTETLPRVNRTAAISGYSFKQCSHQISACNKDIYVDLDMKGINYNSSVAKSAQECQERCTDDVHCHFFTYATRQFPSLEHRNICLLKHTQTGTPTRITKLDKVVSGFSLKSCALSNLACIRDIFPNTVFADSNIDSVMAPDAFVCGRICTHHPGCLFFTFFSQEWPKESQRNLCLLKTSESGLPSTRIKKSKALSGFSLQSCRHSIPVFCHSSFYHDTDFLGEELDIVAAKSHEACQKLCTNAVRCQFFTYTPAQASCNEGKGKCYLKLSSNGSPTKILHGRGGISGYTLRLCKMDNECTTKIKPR
# Target sequence (P03951 388-625 limits assumed): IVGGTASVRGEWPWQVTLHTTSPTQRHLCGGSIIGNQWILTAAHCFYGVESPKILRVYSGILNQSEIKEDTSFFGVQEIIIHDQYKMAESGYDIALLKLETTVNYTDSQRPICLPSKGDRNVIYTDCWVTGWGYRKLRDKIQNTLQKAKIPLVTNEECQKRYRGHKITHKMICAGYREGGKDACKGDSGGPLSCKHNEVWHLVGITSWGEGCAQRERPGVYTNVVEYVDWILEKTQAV
# Active calls of the source: *.
SMILES,FXIIa single,FXIa single inh
CCCCc1nc(NCCNC(=O)c2ccccc2)c(C#N)c2c1CSC(C)(C)C2,0.1,9.7
CCC(CC)C(=O)N1CCN(Cc2ccc3c(c2)OCO3)CC1,6.1,-6.5
CN(C)/C=C1\N=C(c2cccs2)OC1=O,-15.1,2.4
Cc1ccc(Cl)cc1N1CCN(C(=O)C2CCN(S(=O)(=O)c3cccnc3)CC2)CC1,2.5,-5.3
CN1C(=O)CC(C(=O)O)SC1=Nc1cc(Cl)c(O)c(Cl)c1 (configuration not stated),-9.0,16.9
C=C(C)Cn1c(=S)[nH]c2ccccc2c1=O,-15.3,22.6
CC1(C)Cc2c(C#N)c(OCC(=O)c3ccc(Cl)cc3)nc(-c3ccco3)c2CO1,5.5,0.3
Cc1ccc(S(=O)(=O)N2CCC(C(=O)Nc3ccc4c(c3)OCO4)CC2)cc1,4.0,15.3
CCOc1ccc(NC(=O)CNC(=O)c2cn(-c3ccccc3OC)c(=O)c3ccccc23)cc1,-8.2,17.0
CC(=O)/C=C1/SC(CC(=O)O)C(=O)N1c1ccccc1 (configuration not stated),-15.6,0.9
CCCN(CCC)CCNc1c(NC2CCN(C(=O)OCC)CC2)c(=O)c1=O,7.5,-1.7
C=CCn1c(SCC(=O)NCc2ccco2)nc2sc3c(c2c1=O)CCCC3,5.3,-28.4
CC1(C)N=C(SCC(=O)Nc2ccc(Cl)cc2)C(c2ccccc2)=N1,6.0,7.7
COc1ccc(OC)c(NC2=NC3(CCCC3)N=C(N)N2)c1,6.7,-4.5
C=C(C)CSc1nnc2n(Cc3ccccc3)c(=O)c3c4c(sc3n12)CCC4,6.4,6.0
Cc1ccnc(NS(=O)(=O)c2ccc(NC(=O)c3ccc(C)o3)cc2)n1,3.3,-2.4
COc1ccc(NC(=O)N2CCC(C(=O)c3ccc(F)cc3)CC2)cc1,3.0,4.4
CCn1c(C)nc2cc(S(=O)(=O)C(F)F)ccc21,2.0,-4.6
CCCC(O)(c1ccc(Cl)cc1)C(CN1CCOCC1)c1ccccc1 (configuration not stated),8.4,3.0
COc1cccc(-c2cc(C(=O)NC3CCCC3)no2)c1,6.7,-0.8
COC(=O)c1ccc(NC(=O)C2CCCCC2C(=O)O)cc1 (configuration not stated),7.1,-3.9
NC(=O)N1CCN(C(=O)c2ccco2)CC1,4.2,-5.0
COc1ccccc1CN(Cc1nc2ccccc2c(=O)[nH]1)C(=O)Nc1ccccc1C,7.9,-5.5
O=C(OC(C(=O)NC1CCCCC1)c1ccccc1)c1ccco1 (configuration not stated),3.6,2.0
CC1CC(C)CN(S(=O)(=O)c2ccc(F)c(C(=O)Nc3ccc(Cl)cc3F)c2)C1 (configuration not stated),2.9,-5.5

# Reprinted from the part before: two compounds; new compounds follow.
SMILES,FXIIa single,FXIa single inh
O=C(OC(C(=O)NC1CCCCC1)c1ccccc1)c1ccco1 (configuration not stated),3.6,2.0
CC1CC(C)CN(S(=O)(=O)c2ccc(F)c(C(=O)Nc3ccc(Cl)cc3F)c2)C1 (configuration not stated),2.9,-5.5
COc1ccc(CNC(=O)CSc2nc3nc(C)cc(C)n3n2)cc1,3.1,4.6
CCOc1ccc(N2C(=O)CC(N3CCc4ccccc43)C2=O)cc1 (configuration not stated),0.8,2.6
COc1cc(NC(=O)CCCSc2nc(-c3ccco3)cc(C(F)(F)F)n2)cc(OC)c1OC,9.5,-3.3
Cc1ccccc1-c1nc2ccccc2o1,9.0,-1.6
Nn1cc(-c2ccccc2)nc1SCC(=O)NCCN1C(=O)CSC1=O,0.8,5.1
COc1c(C(C)C)cc(NC(C)=O)cc1C(C)C,4.5,9.6
CCOc1ncccc1C(=O)N1CCN(Cc2ccc3c(c2)OCO3)CC1,-2.0,-7.8
CN(c1cccc(NS(=O)(=O)c2cccs2)c1)S(C)(=O)=O,4.3,-3.0
CC(C)NC(=O)C1CCN(Cc2cnn(-c3ccccc3)c2-n2cccc2)CC1,3.0,0.5
O=C1CCC(C(=O)OCC(=O)N2N=C3/C(=C/c4ccccc4)CCCC3C2c2ccccc2)N1 (configuration not stated),-7.6,19.4
Cn1nnnc1SCCNCc1cccnc1,4.7,2.2
CC1(C)N=C(c2cccs2)C(C)(C)N1O,2.0,0.9
CCOc1cc(C)cc2oc(=O)cc(-c3ccccc3)c12,-9.2,17.4
CCCCOC(=O)Nc1cc(Cl)ccc1C,2.8,6.7
Nn1c(SCc2nc3ccccc3[nH]2)nnc1-c1ccccc1,6.1,-4.4
CCOC(=O)n1c(=O)oc2ccccc21,3.7,0.0
COc1nc(-c2ccccc2)cc(C(F)(F)F)n1,-14.5,-0.3
Cc1occc1C(=O)Nc1cc(C(C)(C)C)on1,1.6,-3.6
CC1(C)Cc2c(c(-c3ccccc3Cl)[nH]c(=O)c2C#N)CO1,2.5,2.7
Cc1ccc(NC(=O)CS(=O)CC(=O)NC2CCN(Cc3ccccc3)CC2)c(C)c1 (configuration not stated),0.8,-5.7
CCN(CC)S(=O)(=O)c1csc(C(=O)OCC(=O)c2ccccc2)c1,1.1,-2.3
COC(=O)c1cc(NC(=O)C2CC2)cc(C(=O)OC)c1,3.2,0.7
Cn1c(-c2sc3cc(C(F)(F)F)cnc3c2-c2ccccc2)n[nH]c1=S,2.6,7.7
c1cc(-c2nnc3sc(C4CCCCC4)nn23)ccn1,-10.2,-3.2
Cc1cccc(N2C(=O)c3cccc4c(N(C)CCO)ccc(c34)C2=O)c1,4.3,6.3

# Among those listed so far, these have a COOH group.
SMILES,FXIIa single,FXIa single inh
CN1C(=O)CC(C(=O)O)SC1=Nc1cc(Cl)c(O)c(Cl)c1 (configuration not stated),-9.0,16.9
CC(=O)/C=C1/SC(CC(=O)O)C(=O)N1c1ccccc1 (configuration not stated),-15.6,0.9
COC(=O)c1ccc(NC(=O)C2CCCCC2C(=O)O)cc1 (configuration not stated),7.1,-3.9

# Later entries:
SMILES,FXIIa single,FXIa single inh
COc1ccc(OC)c(NC(=O)CSc2nnc(-c3ccco3)n2-c2ccc(C(=O)O)cc2)c1,5.6,-5.0
CCOC(=O)N1CCC(Nc2c(NCCCN3CCN(CC)CC3)c(=O)c2=O)CC1,-1.0,-3.3
CCOC(=O)C1=NN(c2ccccc2)C2=NC(C)=C(C(=O)OC)C(c3cccs3)N12 (configuration not stated),2.5,-2.4
CC(=O)Nc1ccc(NC(=O)CSc2ccc(C)cc2)cc1,8.9,4.2
O=C(CSc1nnc(CNC(=O)c2c(F)cccc2Cl)o1)Nc1ccccc1,8.2,-3.3
Cc1ccc(C(=O)c2c[nH]cc2-c2ccccc2)cc1,1.9,0.6
COc1ccc(-c2n[nH]c(=S)n2CC(C)C)cc1,2.4,-2.4
c1csc(CNc2nc3ccccc3n2CCN2CCOCC2)c1,3.8,5.5
Cc1nc2c(cnn2-c2ccc(Cl)cc2)c(=O)n1-c1ccc(N2CCC(C)CC2)cc1,6.9,7.3
O=C(CN(C(=O)CNS(=O)(=O)c1ccccc1)C1CCCC1)NCC1CCCO1 (configuration not stated),1.9,-4.1
O=C(CCn1c(=O)c2ccccc2n(CC(=O)NC2CCCC2)c1=O)NCCc1ccc(Cl)cc1,4.3,9.9
Cc1cccc2c(=O)c(C(=O)NCc3cccs3)c[nH]c12,10.0,5.8
NC(=O)c1ccccc1NC(=O)/C=C/C(=O)O,4.4,4.5
COc1ccccc1-c1csc(Cc2nnc3n2CCCCC3)n1,-15.8,12.9
CN(Cc1ccncc1)C1CC(=O)N(c2ccc(Cl)cc2)C1=O (configuration not stated),0.9,4.7
C(=N\n1cnnc1)/c1ccc2c(c1)OCCO2,4.7,1.6
Cc1cccc(NS(=O)(=O)c2ccc3c(c2)OCCO3)c1,10.8,3.6
CC(C)c1nc2sc3c(NCc4ccccc4)ncnc3c2c2c1COC(C)(C)C2,8.5,-15.3
COc1ccc(Br)cc1-c1noc(-c2ccccc2F)n1,4.9,7.1
CNC(=O)c1sc(-c2ccc(Cl)cc2)nc1C,7.4,5.5
O=C(CSc1ncn[nH]1)NCCc1ccccc1,7.9,2.7
CN/C(=C/[N+](=O)[O-])NCCSCc1ccc(CN(C)C)o1,5.4,5.8
c1ccc(-c2cc(CSc3nc4ccccc4[nH]3)on2)cc1,6.5,-6.6
Cc1ccc(S(=O)(=O)N(CCCO)Cc2cc3c(C)ccc(C)c3[nH]c2=O)cc1,2.2,-4.9
O=S(=O)(NCC1CCCO1)c1ccc(S(=O)(=O)N(Cc2ccccc2F)C2CCCCC2)cc1 (configuration not stated),8.5,1.3

# Next entries:
SMILES,FXIIa single,FXIa single inh
Cc1cc(/C=N\O)c(C)n1-c1ccncc1,6.3,5.5
CSc1ccccc1NC(=O)CN(C)S(=O)(=O)c1ccc(F)cc1,-2.1,-2.5
Cn1nc(C(=O)NC2=NCCS2)ccc1=O,-4.2,-3.2
CC1(C)Cc2c(sc3c2C(=O)N(c2ccccc2)C2=NCCN23)CS1,4.7,4.1
COC(=O)C(C(=O)OC)c1ccccc1[N+](=O)[O-],16.1,-0.3
COc1ccccc1-c1nn2c(=O)cc(C)nc2s1,8.3,-5.4
Cc1ccc(Nc2c3c(nc4ncnn24)CC(C)CC3)cc1 (configuration not stated),5.5,-3.3
COc1cccc(C2CC(c3cccs3)=NN2C(=O)CSC2=NN3CCCC(=O)N=C3S2)c1OC (configuration not stated),4.3,2.4
CCOc1ccc(N2C(=O)CN=C2Nc2ccccc2F)cc1,2.5,29.9
Cc1cc(NS(=O)(=O)N(C)C)ccc1C(C)C,1.0,0.0
Cc1cc(C)cc(Oc2nc(-c3ccccc3)cc(C)c2S(C)(=O)=O)c1,2.4,-6.1
COc1cc2nc(C3CCC3)n(NC(=O)C(OC(C)=O)c3ccccc3)c(=O)c2cc1OC (configuration not stated),1.9,1.1
COc1ccc(Nc2cc(=O)n(C3CCCCC3)c(=O)[nH]2)c(OC)c1,6.7,2.4
Cc1ccc(C2OCC3(CO)COC(c4ccc(C)cc4)N23)cc1 (configuration not stated),-4.6,-3.7
Clc1ccc(OCCSc2ncccn2)c2ccccc12,-14.8,-12.1
CCOc1c(Cl)cc(C2NC(=O)NC(C)=C2C(=O)NCc2ccccc2)cc1OC (configuration not stated),4.0,0.5
CC(=O)Oc1ccc(C(C)=O)c2c1OCCO2,-9.1,29.7
Cc1ccc(S(=O)(=O)NCC(=O)OCN2C(=O)c3ccccc3C2=O)cc1,5.5,-4.5
CCN1CCN(c2nc3ccccc3nc2C(C#N)S(=O)(=O)c2ccc(C)cc2)CC1 (configuration not stated),7.2,8.3
CCN(CC)S(=O)(=O)c1ccc(Oc2cccc(C(C)=O)c2)nc1,-19.7,1.9
COc1ccccc1C(=O)NC(CCSC)C(=O)NCC(c1ccco1)N(C)C (configuration not stated),5.4,7.2
CCn1c2ccccc2c2nnc(SCC(=O)NCCOC)nc21,3.6,1.0
Cc1ccc(C2CC(c3cccs3)=NN2C(=O)c2ccc(Br)o2)cc1 (configuration not stated),11.8,3.6
CCOC(=O)C1C(=O)C=C(c2ccc(C)cc2)CC1c1ccco1 (configuration not stated),4.3,-6.5
O=c1cnc2ccccc2n1CC1CCCCC1,2.9,0.6

# 5 of the compounds above, with values under each structure:
# Every second line gives: FXIIa single, FXIa single inh
COc1ccccc1C(=O)NC(CCSC)C(=O)NCC(c1ccco1)N(C)C (configuration not stated)
  5.4, 7.2
CCn1c2ccccc2c2nnc(SCC(=O)NCCOC)nc21
  3.6, 1.0
Cc1ccc(C2CC(c3cccs3)=NN2C(=O)c2ccc(Br)o2)cc1 (configuration not stated)
  11.8, 3.6
CCOC(=O)C1C(=O)C=C(c2ccc(C)cc2)CC1c1ccco1 (configuration not stated)
  4.3, -6.5
O=c1cnc2ccccc2n1CC1CCCCC1
  2.9, 0.6

# Part of the list above, reformatted:
# Fields – FXIIa single | FXIa single inh
> Cc1ccc(C2OCC3(CO)COC(c4ccc(C)cc4)N23)cc1 (configuration not stated)
→ -4.6 | -3.7
> Clc1ccc(OCCSc2ncccn2)c2ccccc12
→ -14.8 | -12.1
> CCOc1c(Cl)cc(C2NC(=O)NC(C)=C2C(=O)NCc2ccccc2)cc1OC (configuration not stated)
→ 4.0 | 0.5

# (cont.)
SMILES,FXIIa single,FXIa single inh
CCOC(=O)c1sc(C)c2c1NC(C)(c1ccccc1)NC2=O (configuration not stated),-2.5,-1.6
CCCCCCCCCOC(=O)C(CC(=O)O)N1CCOCC1 (configuration not stated),-1.0,-5.6
Cc1ccc(C)c2[nH]c(=O)c(CCNC(=O)c3ccc(Br)o3)cc12,5.9,0.3
Cn1c(SCC(=O)c2ccccc2)nnc1-c1ccco1,6.7,3.9
Cc1ccc(C)c(NC(=O)c2ccc3ccccc3n2)c1,3.4,-2.2
COc1ccc(OC)c(C2N(c3cc(C)on3)C(=O)C3CCCN32)c1 (configuration not stated),2.5,5.6
COc1ccc(N2CCN(Cc3cc(=O)oc4cc(C)c(Cl)cc34)CC2)cc1,5.2,0.9
COc1ccc(C(=O)COC(=O)CN2C(=O)C3C4C=CC(C4)C3C2=O)cc1 (configuration not stated),3.4,-1.6
CCc1nc(C)cn1S(=O)(=O)c1cc(C)c(OC)c(C)c1C,10.4,1.1
Cc1nc2ccccc2n1CC(=O)NCCN1CCCC1,6.2,0.1
COc1ccccc1CNC(=O)C1=C(C)C(=O)OC12CCC(C)CC2 (configuration not stated),-20.4,-12.2
O=C(CN1C(=O)C2C3C=CC(C3)C2C1=O)NCc1ccco1 (configuration not stated),4.3,5.1
Cc1ccc2[nH]c3c(N4CCc5ccccc5C4)ncnc3c2c1,1.9,2.4
N#Cc1nc(COc2ccccc2Cl)oc1NCc1cccnc1,1.8,6.0
C(=N\n1cnnc1)/c1ccc(OCc2cccc3ccccc23)cc1,8.4,0.6
CCOC(=O)c1cc(NC(=O)N(CC)CC)c(C)nc1C,-0.8,0.2
Cn1c(CCNC(=O)c2ccco2)nc2cc(NC(=O)NC3CCCCC3)ccc21,-1.9,-0.9
Cc1nn(Cc2ccc(F)cc2)c(C)c1NC(=O)c1cnn2c1NC(c1cccs1)CC2C(F)(F)F (configuration not stated),4.0,-13.2
CCc1nc(-c2ccccc2O)n(-c2ccccc2)n1,8.1,2.4
Cc1ccc(S(=O)(=O)NCCN2CCOCC2)cc1,-1.1,-7.8

# These rows are one share of the data, so the mix of outcomes need not match the whole.
